Screening data from PubChem.
RNase H inhibition – RNase H inhibition, HIV 1 Gag Pol polyprotein, FRET biochemical assay, screening (AID 372); HIV-1 RT RNase H, FRET RNA/DNA substrate fluorescence; higher % means a stronger effect; inhibition, % at 10 µM; hits with a dose series show IC50 in µM; hit rate 0.77% among 100,000; in the data active = inhibition above about 50%
Starred values were filed as active, the others as inactive. Some of the compounds tested; rates above refer to the full screens.

# | SMILES | RNase H inhibition
1 | Cc1ccc2nc(-c3ccc(C)c(N=Cc4cc(Cl)cc(Cl)c4O)c3)oc2c1 | 5.0%
2 | C=CCc1ccccc1OCCn1cc(C=C2C(=O)NC(=S)NC2=O)c2ccccc21 | 0.0%
3 | C=CCOc1c(I)cc(/C=C2/C(=O)NC(=O)N(c3ccc(OC)cc3)C2=O)cc1OC | 3.0%
4 | Cc1cc(C)cc(N2C(=O)NC(=O)/C(=C\c3cc(Cl)c(O)c(Br)c3)C2=O)c1 | 10.0%
5 | Cc1ccc(N=C/C=C/c2ccc(Cl)cc2)c(O)c1 | 11.0%
6 | COc1ccc(OC)c(/C=C(\NC(=O)c2ccccc2)C(=O)N=Nc2c(O)[nH]c3c(C)cc([N+](=O)[O-])cc23)c1 | 5.0%
7 | O=c1/c(=C/c2ccc(O)cc2)sc2nc3cc(Br)cnc3n12 | 43.0%
8 | COc1ccccc1/C=c1\sc2nnc(-c3ccc(C)cc3)n2c1=O | 15.0%
9 | COc1ccc(N/C(=N/S(=O)(=O)c2ccccc2)c2ccccc2)cc1 | 9.0%
10 | COc1cc(C2/C(=C(/O)c3ccccc3)C(=O)C(=O)N2c2cccc(Br)c2)ccc1O (stereo not drawn) | 5.0%
11 | Cc1ccc(OCC(=O)N/N=C\c2ccc(OC(=O)c3cccs3)cc2)cc1 | 13.0%
12 | COc1ccc2c(c1)c(=O)oc1cc(OCc3cc(C(=O)O)oc3C)ccc12 | 10.0%
13 | Cc1cc(OCC(=O)Nc2ccc(O)c(-c3nc4ccccc4o3)c2)cc(C)c1Cl | 17.0%
14 | COc1ccc(/C=C/C(=O)Nc2scc(-c3ccc(Br)cc3)c2C(=O)O)cc1 | 5.0%
15 | COc1ccc(C(=O)Nc2ccc(C(=O)N3CCCCC3)cc2)cc1OC | 9.0%
16 | COc1cc([N+](=O)[O-])ccc1NC(=O)c1cccc(I)c1 | 18.0%
17 | COc1cc(Br)c(CN2CCN(Cc3cc(OC)c(OC)c(OC)c3)CC2)cc1OC | 5.0%
18 | CC(CCC(=O)Nc1nc2ccccc2s1)CC(=O)Nc1nc2ccccc2s1 (stereo not drawn) | 15.0%
19 | O=C(Nc1nc(-c2ccc(Cl)cc2)cs1)c1ccc(Cl)cc1 | 0.0%
20 | O=c1cc(-c2cccc([N+](=O)[O-])c2)nc(-c2ccc(Br)cc2)o1 | 4.0%
21 | CN(CCN(C)/N=C/c1ccc(O)cc1O)/N=C/c1ccc(O)cc1O | 6.0%
22 | CCOC(=O)C1=C(C)N=c2s/c(=C\c3ccc(-c4cccc([N+](=O)[O-])c4)o3)c(=O)n2C1c1ccc2c(c1)OCO2 (stereo not drawn) | 5.0%
23 | CCOC(=O)C1=C(C)N=c2s/c(=C\c3cccc(OC(C)=O)c3)c(=O)n2C1c1ccccc1OC (stereo not drawn) | 4.0%
24 | Cc1ccc(C)c(S(=O)(=O)n2ccnc2C(C)C)c1 | 0.0%
25 | CC(=O)Nc1ccc(OC(F)(F)C(F)C(F)(F)F)c(NC(C)=O)c1 (stereo not drawn) | 7.0%
26 | Cc1nc(N2CCCCC2)[nH]c(=O)c1C=O | 4.0%
27 | Cc1ccc(-c2nc3cc(Cl)cc(Cl)c3o2)cc1NC(=S)NC(=O)c1cccc(Cl)c1 | 12.0%
28 | O=c1[nH]c(SC/C=C/c2ccccc2)nc2sc3c(c12)CCCC3 | 13.0%
29 | Cc1cc([N+](=O)[O-])cc2c(N=Nc3ccccn3)c(O)[nH]c12 | 18.0%
30 | O=C1NC(=O)N(c2cccc([N+](=O)[O-])c2)C(=O)/C1=C/c1cc(Cl)ccc1OCc1ccc(Cl)cc1Cl | 9.0%
31 | O=[N+]([O-])c1cccc(S(=O)(=O)NCc2ccncc2)c1 | 0.0%
32 | O=C(Cc1ccc([N+](=O)[O-])cc1)N/N=C/c1ccco1 | 9.0%
33 | Cc1ccc(NC(=O)/C=C/c2ccc(Cl)cc2)cc1 | 8.0%
34 | O=C1c2ccccc2C(=O)c2c1cccc2N1CCN(C/C=C/c2ccccc2)CC1 | 10.0%
35 | COc1cc(/C=C2\C(=O)NC(=O)N(c3ccc(Br)cc3)C2=O)c([N+](=O)[O-])cc1OC | 0.0%
36 | Cc1cc(/C=C2\SC(=S)NC2=O)c(C)n1-c1cccc([N+](=O)[O-])c1 | 30.0%
37 | CCc1ccc(-c2nc3cc(NC(=O)COc4ccc(OC)cc4)ccc3o2)cc1 | 2.0%
38 | COc1ccc(C(=O)CC2(O)C(=O)Nc3ccccc32)cc1OC (stereo not drawn) | 6.0%
39 | COc1ccc(/C=N/NC(=O)CN2CCCCCCC2)c(OC)c1 | 4.0%
40 | CCC(Sc1nc2ccccc2s1)C(=O)Nc1ccc([N+](=O)[O-])cc1 (stereo not drawn) | 10.0%
41 | CCN1C(=O)/C(=C/c2cccs2)SC1=S | 6.0%
42 | CC(C)C(NC(=O)CN(c1ccc(F)cc1)S(C)(=O)=O)C(C)C | 0.0%
43 | Cc1ccc(C(=O)COC(=O)c2cc3ccccc3oc2=O)cc1C | 11.0%
44 | COc1ccccc1N1C(=O)/C(=C\c2ccc(C)s2)C(=O)NC1=S | 3.0%
45 | CCOC(=O)c1c(C)oc2ccc(OCc3cccc(F)c3)cc12 | 0.0%
46 | COc1ccccc1C1CN(c2ccccc2)N=C1c1cccs1 (stereo not drawn) | 11.0%
47 | CC(NC(=O)CN1CCCCC1)C1CC2CCC1C2 (stereo not drawn) | 1.0%
48 | COc1ccc(C(=O)/C=C/Nc2ccc(Br)c(C)c2)cc1 | 9.0%
49 | CC1(C)OC2OC(COCc3ccccc3)C3OC(C)(C)OC3C2O1 (stereo not drawn) | 2.0%
50 | CCCCc1ccc(NC(=O)CC(C)=O)cc1 | 2.0%
51 | O=C(O)CSc1nnc(-c2ccco2)n1-c1ccccc1 | 0.0%
52 | O=C(NCc1cccnc1)c1ccc(NC(=O)c2ccc([N+](=O)[O-])cc2)cc1 | 5.0%
53 | CCn1c2ccccc2c2cc(C=Nc3ccc(Cl)cc3Cl)ccc21 | 16.0%
54 | COc1ccc(C(=O)NC(=S)Nc2ccc(Cl)cc2Cl)cc1 | 27.0%
55 | CCOC(=O)C1CCCN(C(=O)N2CCOCC2)C1 (stereo not drawn) | 12.0%
56 | Cc1ccc(NC(=O)C(C)N2C(=O)c3ccccc3C2=O)c(C)c1 (stereo not drawn) | 6.0%

(continued)
# | SMILES | RNase H inhibition
57 | O=C(COC(=O)C(O)c1ccccc1)c1ccc2c(c1)OCCO2 (stereo not drawn) | 11.0%
58 | Cc1cc(C)c(S(=O)(=O)Nc2ccc(C)c(C)c2)c(C)c1 | 1.0%
59 | CN(C)c1ccc(/C=C2\SC(=S)N(c3ccccc3Cl)C2=O)cc1 | 16.0%
60 | COc1ccccc1N(CC(=O)Nc1cccc(C)c1C)S(=O)(=O)c1ccccc1 | 12.0%
61 | C=CCc1ccccc1OCCOc1ccc(/C=C2\SC(N)=NC2=O)cc1OC | 26.0%
62 | CC1CCN(C2=NC(=O)/C(=C/c3ccccc3O)S2)CC1 | 8.0%
63 | O=C(O)C1C2C=CC(C3CC23)C1C(=O)NCc1ccccc1 (stereo not drawn) | 4.0%
64 | O=C(O)C12C3C4C1C1C2C3C41C(=O)O (stereo not drawn) | 12.0%
65 | O=C(/C=C/c1ccccc1)NNC(=O)c1cccnc1 | 7.0%
66 | Cc1ccc(N2CCN(C3=NC(=O)/C(=C\c4ccc(O)cc4)S3)CC2)cc1Cl | 8.0%
67 | CCC(=O)Nc1ccc(C(=O)n2nc(C)cc2C)cc1 | 0.0%
68 | O=C(N/N=C/C=C/c1ccccc1)c1ccccc1O | 11.0%
69 | COc1ccc(C(N)=O)cc1NC(=O)c1cccnc1 | 16.0%
70 | CCCCCCOC(=O)Nc1ccc(S(=O)(=O)Nc2ccccc2Cl)cc1 | 9.0%
71 | Cc1cc2ncn(C(=O)c3cc(-c4ccccc4)nc4ccccc34)c2cc1C | 22.0%
72 | C=CCn1c2ccccc2n2nc(C)c(C(=O)/C=C/c3ccccc3[N+](=O)[O-])c12 | 13.0%
73 | CCOC(=O)Cc1csc(NC(=O)COc2c(C)cccc2C)n1 | 5.0%
74 | CS(=O)(=O)N(CC(=O)O)c1ccccc1F | 8.0%
75 | CCOc1ccc(C(=O)Nc2c(C)cccc2C)cc1Br | 0.0%
76 | O=C(Nc1ccc2nn(-c3ccccc3)nc2c1)c1ccccc1[N+](=O)[O-] | 26.0%
77 | CC1=C(C#N)C(c2ccccc2C(F)(F)F)C2=C(CCCC2=O)N1 (stereo not drawn) | 12.0%
78 | COc1ccc(C(=O)Nc2ccc(Cl)cc2C)cc1OC | 1.0%
79 | Cc1occc1C(=O)NNC(=O)c1cccc(F)c1 | 0.0%
80 | CC(=O)NC1=NC(=O)/C(=C/c2cc(Cl)ccc2OCc2c(F)cccc2Cl)S1 | 10.0%
81 | COCCCNC(=O)C(Sc1ccccc1)c1ccccc1 (stereo not drawn) | 14.0%
82 | COc1ccc(CCNC2CC(=O)N(c3ccc(C)cc3)C2=O)cc1 (stereo not drawn) | 6.0%
83 | O=C(Nc1ccc(I)cc1)c1ccc(N2C(=O)c3ccccc3C2=O)cc1 | 0.0%
84 | N=C1/C(=C/c2ccc(Cl)cc2)C(=O)N=C2SC(c3ccccc3)=NN12 | 3.0%
85 | Cc1cc(OCC(=O)Nc2ccc(I)cc2Cl)cc(C)c1Cl | 3.0%
86 | O=C(CN1C(=O)/C(=C/c2ccccc2)SC1=S)NNC(=O)c1ccccc1Br | 8.0%
87 | COc1cc(NC(=O)c2cccs2)c2ncccc2c1 | 2.0%
88 | CCN(Cc1ccccc1)Cc1cc(OC)c(OC)cc1[N+](=O)[O-] | 8.0%
89 | O=C(Nc1ccccc1)O/N=C1\CCc2ccccc21 | 9.0%
90 | CCCCCOc1ccc(NC(=O)c2cccs2)cc1 | 18.0%
91 | COC(=O)C1=C(C)N(c2ccccc2)/C(=C/c2cccs2)C1=O | 2.0%
92 | Cc1ccc(NCc2cccnc2)cc1C | 7.0%
93 | O=C1NCC(O)=C1C=NCCc1ccc(O)cc1 | 0.0%
94 | COc1ccc(C(=O)NC(=S)Nc2ccc3nn(-c4ccccc4)nc3c2)cc1[N+](=O)[O-] | 56.0%*
95 | O=C(Nc1cccc2ccccc12)c1cc(Br)ccc1Cl | 7.0%
96 | CC(=O)CC(=O)Nc1cccc([N+](=O)[O-])c1 | 5.0%

The last 2 compounds of the section above open the next one:
# | SMILES | RNase H inhibition
95 | O=C(Nc1cccc2ccccc12)c1cc(Br)ccc1Cl | 7.0%
96 | CC(=O)CC(=O)Nc1cccc([N+](=O)[O-])c1 | 5.0%
97 | CCn1c2ccccc2c2cc(NC(=O)Cc3ccc(OC)c(OC)c3)ccc21 | 8.0%
98 | CC(=O)N(C)c1ccc(Br)c2c1C(=O)c1ccccc1C2=O | 0.0%
99 | O=C(COc1ccc(Cl)cc1Br)NCc1cccnc1 | 11.0%
100 | COc1cc(OC)c(OC)cc1C=C1C(=O)N(C)C(=S)N(C)C1=O | 13.0%
101 | O=C(NC(=S)Nc1ccc(NC(=O)c2ccc(Cl)cc2Cl)cc1)c1ccccc1 | 15.0%
102 | COc1ccc(/C=N/NC(=O)c2[nH]c3ccc([N+](=O)[O-])cc3c2-c2ccccc2)cc1 | 0.0%
103 | Oc1ccc(Br)cc1/C=N/Nc1nccnc1Cl | 9.0%
104 | Cc1ccc(S(=O)(=O)Nc2cc(Cl)ccc2Cl)c(C)c1 | 13.0%
105 | O=C(Nc1nc2ccccc2n1CCN1CCOCC1)C1CCCCC1 | 0.0%
106 | CC1(C)CC(=O)C(C=Nc2ccccc2F)=C(O)C1 | 15.0%
107 | COc1cc(Br)cc(C=O)c1OC | 28.0%
108 | O/N=C/c1cn(-c2ccccc2)nc1-c1ccccc1 | 9.0%
109 | Cc1nc2cc(S(N)(=O)=O)ccc2n1-c1ccccc1 | 9.0%
110 | COC(=O)C1=C(C)N(C)C(=O)/C1=C\c1ccc2c(c1)OCO2 | 2.0%
111 | CC1=C(C(=O)Nc2ccccc2)C(c2cccs2)C(C#N)=C(SCC(=O)c2ccccc2)N1 (stereo not drawn) | 12.0%
112 | CC(=O)Nc1ccc(Nc2c([N+](=O)[O-])c(=O)n(C)c3ccccc23)cc1 | 8.0%

Molecules listed so far containing an aryl thioether with sulfur outside any ring:
# | SMILES | RNase H inhibition
28 | O=c1[nH]c(SC/C=C/c2ccccc2)nc2sc3c(c12)CCCC3 | 13.0%
40 | CCC(Sc1nc2ccccc2s1)C(=O)Nc1ccc([N+](=O)[O-])cc1 (stereo not drawn) | 10.0%
51 | O=C(O)CSc1nnc(-c2ccco2)n1-c1ccccc1 | 0.0%
81 | COCCCNC(=O)C(Sc1ccccc1)c1ccccc1 (stereo not drawn) | 14.0%

Other compounds follow.
# | SMILES | RNase H inhibition
113 | COc1ccc(/C=C/c2[nH]c(=O)[nH]c(=O)c2[N+](=O)[O-])cc1[N+](=O)[O-] | 3.0%
114 | CCCc1nc(N)c(C#N)c(-c2cccc(Br)c2)c1CC | 6.0%
115 | O=[N+]([O-])c1ccc(N2CCN(S(=O)(=O)c3ccccc3)CC2)cc1NCCOc1ccccc1 | 0.0%
116 | CC(=O)N1C(=S)NC(=O)/C1=C\c1cccnc1 | 8.0%
117 | CN1CCN(c2ccc([N+](=O)[O-])c(NC(c3ccccc3)c3ccccc3)c2)CC1 | 0.0%
118 | Cc1ccc(NS(=O)(=O)c2ccc3c(c2)C(=NO)c2cc(S(=O)(=O)Nc4ccc(C)cc4)ccc2-3)cc1 | 14.0%
119 | O=C(/C=C/c1ccco1)NC(=S)Nc1ccccc1 | 13.0%
120 | C=CCc1c(C)[nH]c2c(OC)cccc2c1=S | 8.0%
121 | O=C(c1ccccc1)c1ccc(N2CCOCC2)c([N+](=O)[O-])c1 | 6.0%
122 | C#CCSc1nc2c(c(=O)n1C1CCCC1)C1(CCCCC1)Cc1ccccc1-2 | 0.0%
123 | O=C1C(=O)N(CN2CCCCC2)C2C=CC=CC12 (stereo not drawn) | 4.0%
124 | COc1ccccc1N(CC(=O)N1CCCC1)S(=O)(=O)c1ccccc1 | 2.0%
125 | Cc1ccc([N+](=O)[O-])cc1-c1ccc(/C=C2/C(=O)NC(=O)N(c3ccccc3)C2=O)o1 | 21.0%
126 | O=C(N/N=C\c1cc(Br)c(Br)o1)c1cncc(Br)c1 | 9.0%
127 | CCOc1cccc(OCCOCCOc2ccc(F)cc2)c1 | 14.0%
128 | CCOc1cc(/C=N/NC(=O)CC2C(=O)NN=C2C)ccc1O (stereo not drawn) | 1.0%
